Screens: PubChem, several laboratories
Bim-Bcl-2 – inhibitors of Bim-Bcl-2 binding, primary screen, biochemical, multiplexed, human Bcl-2 family | Bead-based flow cytometry, Bim peptide-Bcl-2 binding | inhibition, % at 10 µM | AID 950, 2007 | 190,000 tested, 0.06% active | Apoptosis regulator Bcl-2 (Homo sapiens), P10415; in the data active = inhibition above about 40%; inconclusive = no clear call, values can overlap the other calls;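 also: 0% = no compound wells with probe peptide and 100% = reference peptide inhibitor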
Mcl-1 Bim block – inhibitors of Bim peptide binding to Mcl-1, primary screen, biochemical, bead-based flow cytometry, multiplex; Bim peptide-Mcl-1 binding; 190,000 tested, 0.1% active; AID 1009, 2008; Induced myeloid leukemia cell differentiation protein Mcl-1 (Homo sapiens), Q07820; inhibition, % at 10 µM;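 also: 0% = no compound tracer wells and 100% = peptide blocker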
Target sequence (Q07820 whole entry, looked up): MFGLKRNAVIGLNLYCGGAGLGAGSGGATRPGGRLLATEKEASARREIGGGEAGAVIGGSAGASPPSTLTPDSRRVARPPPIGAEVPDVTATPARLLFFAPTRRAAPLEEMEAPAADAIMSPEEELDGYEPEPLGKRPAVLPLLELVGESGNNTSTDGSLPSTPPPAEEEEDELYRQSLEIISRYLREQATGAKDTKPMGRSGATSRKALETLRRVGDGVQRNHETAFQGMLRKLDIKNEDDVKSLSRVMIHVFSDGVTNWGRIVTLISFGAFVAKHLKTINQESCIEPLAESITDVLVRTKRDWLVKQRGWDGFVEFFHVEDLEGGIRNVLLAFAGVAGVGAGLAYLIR
Mcl1 Noxa PPI – Mcl-1/Noxa binding inhibitors, primary screen, biochemical, TR-FRET, 1536-well; Induced myeloid leukemia cell differentiation protein Mcl-1 (Homo sapiens), Q07820; inhibition, % at 21.7 µM; AID 1022, 2008; 220,000 tested, 1.5% active; TR-FRET Mcl-1/Noxa peptide binding, 2 h;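 active = compounds that cut the protein-peptide binding signal by more than 50% relative to plate controls in a single-dose test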;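 also: His-tagged Mcl-1 with rhodamine Noxa BH3 peptide and terbium anti-His antibody; 0% = Mcl-1 plus Noxa peptide wells and 100% = peptide-only wells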
Bfl-1 Bim block – inhibitors of Bim binding to Bfl-1, primary screen, biochemical, multiplexed, bead-based flow cytometry; 190,000 tested, 0.12% active; Bim-Bfl-1 binding inhibition; inhibition, % at 10 µM; Bcl-2-related protein A1 (Homo sapiens), Q16548;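 also: 0% = wells without compound plus tracer and 100% = blocker peptide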
Bim-Bcl-B – inhibitors of Bim-Bcl-B binding, primary screen, biochemical, multiplexed, human Bcl-2 family; Bcl-2-like protein 10 (Homo sapiens), Q9HD36; bead-based flow cytometry, Bim peptide-Bcl-B binding; inhibition, % at 10 µM; 190,000 tested, 0.073% active; AID 951, 2007;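 also: 0% = tracer peptide without compound and 100% = reference inhibitor peptide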
RGS7-Gao – RGS7-Galphao binding modulators, primary screen, biochemical, multiplexed bead flow cytometry | actives lie on both sides | binding response (% of control), % at 10 µM | 220,000 tested, 0.35% active; in the data active = binding response below about 49% or above about 150%; inconclusive = no clear call, values can overlap the other calls; inactive = in between;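 also: fluorescent Galphao held in activated GDP-AlF4 state binding bead-coupled RGS7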
Target sequence (P09471 whole entry, looked up): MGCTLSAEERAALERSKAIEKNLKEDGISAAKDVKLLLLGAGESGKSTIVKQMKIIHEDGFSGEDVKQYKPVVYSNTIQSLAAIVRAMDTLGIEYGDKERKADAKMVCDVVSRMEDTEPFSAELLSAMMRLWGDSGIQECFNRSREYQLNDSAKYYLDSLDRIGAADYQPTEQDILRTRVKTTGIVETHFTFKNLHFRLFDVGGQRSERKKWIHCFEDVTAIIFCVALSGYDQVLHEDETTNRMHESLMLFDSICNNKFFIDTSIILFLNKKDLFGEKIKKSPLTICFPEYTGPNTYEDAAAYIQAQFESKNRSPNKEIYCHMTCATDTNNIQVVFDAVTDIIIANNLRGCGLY
Mcl1-Bid inh – Mcl-1/Bid binding inhibitors, primary screen, biochemical, TR-FRET, 1536-well | TR-FRET Mcl-1/Bid-Dy647 peptide binding | Induced myeloid leukemia cell differentiation protein Mcl-1 (Homo sapiens), Q07820 | inhibition, % at 21.7 µM | 220,000 tested, 0.97% active;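 active = compounds that cut the binding signal by more than half at the single screening dose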;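 also: His-tagged Mcl-1 with europium anti-His antibody binding Bid BH3 peptide; 0% = Mcl-1 plus peptide wells and 100% = peptide-only wells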
RGS4-Gao reg – modulators of RGS4 binding to Galphao, primary screen, biochemical, multiplexed bead flow cytometry; actives lie on both sides; binding response (% of control), % at 10 µM; Guanine nucleotide-binding protein G(o) subunit alpha (Homo sapiens), P09471; 220,000 tested, 0.33% active; in the data active = binding response below about 49% or above about 150%; inactive = in between;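 also: fluorescent Galphao activated with aluminum fluoride binding bead-coupled RGS4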
Bcl-W Bim block – inhibitors of Bim binding to Bcl-W, primary screen, biochemical, multiplexed, bead-based flow cytometry. 190,000 tested, 0.02% active. Bim peptide-Bcl-W binding. inhibition, % at 10 µM. AID 952, 2007;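 also: 0% = bound tracer without compound and 100% = peptide blocker; higher means less fluorescent Bim peptide bound to Bcl-W beads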
RGS8-Gao – RGS8-Galphao binding modulators, primary screen, biochemical, multiplexed bead flow cytometry | Guanine nucleotide-binding protein G(o) subunit alpha (Homo sapiens), P09471 | actives lie on both sides | response (percent of control binding), % at 10 µM | 220,000 tested, 0.34% active | AID 1423, 2008; in the data active = response below about 60% or above about 140%; inactive = in between;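 also: Galphao activated as the GDP aluminium fluoride complex binding bead-coupled RGS8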
Bim-Bcl-XL – inhibitors of Bim-Bcl-XL binding, primary screen, biochemical, multiplexed, bead flow cytometry, human Bcl-XL; Bim peptide-Bcl-XL binding, fluorescence; inhibition, % at 10 µM; 190,000 tested, 0.04% active; AID 1007, 2008; Bcl-2-like protein 1 (Homo sapiens), Q07817
Target sequence (Q07817 whole entry, looked up): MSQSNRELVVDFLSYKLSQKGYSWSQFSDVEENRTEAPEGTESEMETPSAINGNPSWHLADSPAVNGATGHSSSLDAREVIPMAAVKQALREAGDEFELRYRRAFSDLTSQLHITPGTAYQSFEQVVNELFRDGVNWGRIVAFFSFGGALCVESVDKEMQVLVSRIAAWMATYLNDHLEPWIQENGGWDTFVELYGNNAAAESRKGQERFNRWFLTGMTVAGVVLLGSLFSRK
* = called active by the depositor; ? = inconclusive; · = not tested or not shown. Rule as the data show it, unless noted: active = inhibition above about 40%.

1. CC(C)CC(NC(=O)C(NC(=O)OC(C)(C)C)C(C)C)C(N)=O (configuration not stated)
2. COc1ccc(-c2nc3nc(C)c(Cc4ccccc4)c(=O)n3[nH]2)cc1
3. Clc1ccc(Cn2cc(Br)cn2)cc1Cl
4. CCN(CC(=O)NC(C)C)Cc1nc2c(Br)cc(Br)cc2c(=O)[nH]1
5. COc1cc2[nH]c(=O)n(CCCCCC(=O)N3CCN(c4ccccc4)CC3)c(=O)c2cc1OC
6. Cc1ccc(-c2cc(C(=O)NCc3cnn(C)c3C)c3cc(Br)ccc3n2)cc1
7. Cc1ccc(S(C)(=O)=O)cc1S(=O)(=O)Nc1cccc(Cl)c1
8. OCCC1CN(Cc2cccn2-c2ncccn2)CCN1CCc1ccccc1 (configuration not stated)
9. Nc1nc(-c2ccccc2)cc(C(F)(F)F)n1
10. CC(=O)c1ccc(Oc2cc(-c3ccccc3)nc(-c3ccccc3)n2)cc1
assay / entry	1	2	3	4	5	6	7	8	9	10
Bim-Bcl-2	-2	0	0	·	-1	2	-1	-4	0	-4
Mcl-1 Bim block	1	0	-7	·	0	0	-3	-5	0	-10
Mcl1 Noxa PPI	17	11	12	-85	4	-19	8	-4	17	12
Bfl-1 Bim block	-7	1	-2	·	-1	4	-2	-6	0	-2
Bim-Bcl-B	-3	-2	-2	·	2	1	-4	-7	0	-10
RGS7-Gao	101	105	106	?	95	91	102	99	98	96
Mcl1-Bid inh	-18	3	-12	-28	-36	24	0	-10	8	0
RGS4-Gao reg	103	102	103	94	98	90	102	100	100	101
Bcl-W Bim block	-3	0	0	·	2	1	-2	-6	1	-10
RGS8-Gao	102	104	102	98	98	92	105	101	99	102
Bim-Bcl-XL	-6	-2	0	·	0	-2	-6	-7	1	-10

11. COCCOC(=O)c1c(C)n(C)c2ccc(OC(=O)c3cccs3)cc12
12. COc1ccccc1CNC(=O)c1ccoc1C
13. COc1ccc2c(=O)c3c(=O)n(-c4ccccc4)c(-c4ccc(C)cc4)nc3oc2c1
14. COc1cccc2c(=S)c(CCC(C)=O)c(C)[nH]c12
15. Cc1sc2ncnc(N/N=C/c3ccc(O)cc3)c2c1C
16. Cc1ccc(O)c(C2=Nc3ccccc3N=C(c3cccs3)C2)c1
17. Cc1cccc(C)c1OC(=O)CCN1C(=O)C2C3C=CC(C4CC34)C2C1=O (configuration not stated)
18. O=C(CC1Sc2ccccc2NC1=O)OC(C(=O)NCCc1ccccc1)c1cccnc1 (configuration not stated)
19. COc1ccc(/C=N/NC(=O)c2ccn[nH]2)cc1COc1ccc(F)cc1
20. CCOc1nc(SCCOc2ccccc2)nc(N(C)C)n1
assay / entry	11	12	13	14	15	16	17	18	19	20
Bim-Bcl-2	-9	-11	·	3	6	-12	-1	2	-1	-5
Mcl-1 Bim block	0	-2	·	-3	14	-27	-2	-1	0	-6
Mcl1 Noxa PPI	1	18	-9	100*	-4	-13	4	3	20	11
Bfl-1 Bim block	-12	-17	·	11	7	-6	-5	4	1	-4
Bim-Bcl-B	-8	-7	·	-19	11	-22	-4	-2	1	-8
RGS7-Gao	108	98	?	104	97	101	101	100	100	106
Mcl1-Bid inh	-21	-4	-5	9	-18	-9	-7	7	-6	-12
RGS4-Gao reg	105	100	96	99	100	100	102	94	99	105
Bcl-W Bim block	0	-1	·	1	11	-15	0	0	0	0
RGS8-Gao	104	101	97	100	99	99	102	96	93	103
Bim-Bcl-XL	-7	-9	·	-6	17	-18	0	-2	-1	-13

21. Cc1cccc(NC(=O)C23CCC(C)(C2Br)C3(C)C)c1 (configuration not stated)
22. CCN(CC)CCNC(=O)Cn1nc(-c2ccc(C)cc2)ccc1=O
23. COc1cccc2cc(C(C)N(CCCN3CCOCC3)C(=S)Nc3ccc(C)cc3)oc12 (configuration not stated)
24. O=C(CSc1nnc(CNc2ccc(Cl)cc2)o1)Nc1nc2c(s1)CCCC2
25. Cc1ccccc1Nc1nc(-c2cccnc2)nc2ccccc12
26. Clc1ccc(SCCn2ccnc2)cc1
27. COc1ccc(N(CC(=O)NC2CCCC2)C(=O)Cn2nnc(-c3ccc(F)cc3)n2)cc1OC
28. C=CCn1c(=O)c(C(=O)Nc2ccccc2S(N)(=O)=O)c(O)c2ccccc21
29. O=C(c1ccccc1NS(=O)(=O)c1ccc(Br)s1)N1CCCC1
30. O=C(NNc1cc(Cl)cc(Cl)c1)c1cccs1
assay / entry	21	22	23	24	25	26	27	28	29	30
Bim-Bcl-2	-2	-8	-1	-11	-2	-4	-4	0	27	·
Mcl-1 Bim block	-1	-3	-4	-3	0	0	-2	5	36	·
Mcl1 Noxa PPI	-15	-9	10	9	11	6	-7	26	3	-5
Bfl-1 Bim block	-14	-15	1	-10	-5	-15	-2	-2	49*	·
Bim-Bcl-B	-7	-8	-1	-7	-3	-6	-4	-3	-3	·
RGS7-Gao	100	104	102	111	101	95	89	100	95	?
Mcl1-Bid inh	-40	-20	-22	-34	-6	67*	-8	2	-22	-23
RGS4-Gao reg	100	103	99	111	100	102	93	102	95	96
Bcl-W Bim block	-1	0	-3	1	-1	0	-2	2	31	·
RGS8-Gao	103	103	100	107	103	99	97	107	99	102
Bim-Bcl-XL	0	-3	-1	0	-1	-3	-1	-3	38	·

A run of entries of the results above:
29. O=C(c1ccccc1NS(=O)(=O)c1ccc(Br)s1)N1CCCC1
30. O=C(NNc1cc(Cl)cc(Cl)c1)c1cccs1
assay / entry	29	30
Bim-Bcl-2	27	·
Mcl-1 Bim block	36	·
Mcl1 Noxa PPI	3	-5
Bfl-1 Bim block	49*	·
Bim-Bcl-B	-3	·
RGS7-Gao	95	?
Mcl1-Bid inh	-22	-23
RGS4-Gao reg	95	96
Bcl-W Bim block	31	·
RGS8-Gao	99	102
Bim-Bcl-XL	38	·

Continuation:
31. Cc1ccc(CSCC(=O)NCc2ccc(F)cc2)cc1
32. CN(C)CCCN(C(=O)c1ccc(Br)s1)c1nc2cc3c(cc2s1)OCO3
33. CNC(=O)c1c(Cl)cnn1-c1ccccc1
34. CCOc1nc(C)cc(COC)c1C(N)=O
35. COc1ccc(-c2cnnn2-c2ccc(NC(=O)c3ccc(S(=O)(=O)N4CCCCC4)cc3)cc2)cc1OC
36. C=C1CCN(C(CC(C)C)C(=O)OC)S(=O)(=O)c2ccccc21 (configuration not stated)
37. COc1cccc(C2/C(=C(/O)c3cnn(-c4ccccc4)c3C)C(=O)C(=O)N2CCN(C)C)c1OC (configuration not stated)
38. N/C(=N\OC(=O)CC1CCCCC1)c1ccncc1
39. COc1ccc(/C=C/c2nc(N)nc(-c3ccccc3O)n2)cc1OC
40. Cn1c(=O)c2c(nc(Br)n2CCc2ccccc2)n(C)c1=O
assay / entry	31	32	33	34	35	36	37	38	39	40
Bim-Bcl-2	-3	1	0	-4	-6	·	1	1	-8	0
Mcl-1 Bim block	0	0	0	6	-2	·	0	11	-6	7
Mcl1 Noxa PPI	13	15	-1	-1	-2	2	6	1	20	20
Bfl-1 Bim block	-1	-3	-4	-5	-13	·	-1	-2	-2	-1
Bim-Bcl-B	-1	-3	-3	-1	-4	·	-2	1	-8	9
RGS7-Gao	99	95	95	98	105	?	100	106	106	97
Mcl1-Bid inh	1	-20	-41	-13	-5	-33	-23	2	4	-25
RGS4-Gao reg	97	99	98	100	100	90	100	100	103	92
Bcl-W Bim block	0	1	-2	1	1	·	-2	11	-3	2
RGS8-Gao	101	96	95	99	100	92	101	103	108	101
Bim-Bcl-XL	1	-1	0	-1	-5	·	-1	2	-9	2

Compounds above that contain an aryl thioether with sulfur outside any ring, in the order listed:
20. CCOc1nc(SCCOc2ccccc2)nc(N(C)C)n1
24. O=C(CSc1nnc(CNc2ccc(Cl)cc2)o1)Nc1nc2c(s1)CCCC2
26. Clc1ccc(SCCn2ccnc2)cc1
assay / entry	20	24	26
Bim-Bcl-2	-5	-11	-4
Mcl-1 Bim block	-6	-3	0
Mcl1 Noxa PPI	11	9	6
Bfl-1 Bim block	-4	-10	-15
Bim-Bcl-B	-8	-7	-6
RGS7-Gao	106	111	95
Mcl1-Bid inh	-12	-34	67*
RGS4-Gao reg	105	111	102
Bcl-W Bim block	0	1	0
RGS8-Gao	103	107	99
Bim-Bcl-XL	-13	0	-3

New compounds follow
41. Cc1ccc(NC(=O)CNS(=O)(=O)c2ccc(F)cc2)cc1C
42. CCCCNC(=O)COC(=O)c1cc(C)oc1C
43. COc1ccc(N2CCN(C(=O)CN(CCc3ccccc3)S(C)(=O)=O)CC2)cc1
44. C#CCOCCOCCOCCNc1nc(N2CCN(C(=O)[C@H]([C@@H](C)CC)n3cc([C@@H](N)CO)nn3)CC2)nc(N2CCN(C(=O)[C@H](Cc3ccc(O)cc3)n3cc([C@@H](N)CC(C)C)nn3)CC2)n1
45. Cn1nc(C(F)(F)F)c(/C=N/OCc2c(Cl)cccc2Cl)c1Cl
46. COc1ccccc1C(=O)/C=C/c1ccc(N2CCCCC2)c([N+](=O)[O-])c1
47. COc1ccccc1C(=O)Nc1ccccc1SC
48. CCc1nnc(NC(=O)CSc2nc3c(c(=O)n2CC)SC(C)C3)s1 (configuration not stated)
49. CCCNc1ncnc2sc(C)c(C)c12
50. CCCCC(C)n1[nH]c(=O)c2c(C)cc(C)nc21 (configuration not stated)
51. O=C(O)c1ccc(NS(=O)(=O)c2ccc3c(c2)OCCO3)cc1
52. O=C(c1ccccc1Cl)N(Cc1ccc(Cl)c(Cl)c1)N1C(=O)CCCC1=O
53. Cc1[nH]c2ccccc2c1C(=O)CSC(=S)N1CCOCC1
assay / entry	41	42	43	44	45	46	47	48	49	50	51	52	53
Bim-Bcl-2	-5	0	-12	-4	-7	-11	1	0	-5	·	-9	-7	·
Mcl-1 Bim block	-1	2	-3	-8	-9	-6	0	1	0	·	3	-15	·
Mcl1 Noxa PPI	15	-1	6	45	0	14	-2	5	1	-2	4	5	0
Bfl-1 Bim block	-8	-5	-19	0	-5	-6	-4	-7	-13	·	-9	-1	·
Bim-Bcl-B	-2	-2	-4	3	-10	7	-2	-4	-5	·	-4	-8	·
RGS7-Gao	95	103	100	97	101	101	101	104	95	?	106	102	?
Mcl1-Bid inh	-14	-41	-24	63*	4	-7	-6	-24	0	-111	-20	21	-13
RGS4-Gao reg	99	102	102	99	97	102	103	103	98	99	100	103	100
Bcl-W Bim block	-3	0	2	-4	-3	-2	0	-1	0	·	1	-5	·
RGS8-Gao	100	98	99	96	97	112	102	103	99	98	100	100	102
Bim-Bcl-XL	-1	-3	-6	-2	-12	0	-1	0	-3	·	-5	-8	·
